Assay outcomes: PubChem BioAssay, several laboratories
BioA inh = BioA (M. tuberculosis) enzyme inhibition | purified M. tuberculosis BioA enzyme, plate reader | inhibition, % at 9.99 µM | actives 0.096% (n = 360,000) | AID 602481; in the data active = inhibition above about 40%; inconclusive = no clear call, values can overlap the other calls
CCHFV vOTU inh = blocks the CCHF virus ovarian tumor domain protease | CCHFV vOTU protease, Pep-AMC fluorescence | inhibition, % at 11.5 µM | actives 0.55% (n = 370,000) | AID 651958; note: 0% = vehicle wells with enzyme and 100% = no enzyme wells
MazF activator = activators of E. coli MazEF toxin-antitoxin RNase. FAM/BHQ RNA-DNA oligo cleavage fluorescence, 5 h. P0AE70. actives 0.32% (n = 350,000). activation, % at 20 µM; in the data active = activation above about 50%
Target sequence (P0AE70 whole entry, looked up): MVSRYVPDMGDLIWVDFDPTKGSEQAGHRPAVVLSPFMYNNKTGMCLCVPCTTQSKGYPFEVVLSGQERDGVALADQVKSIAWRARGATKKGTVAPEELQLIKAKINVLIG
DUSP3 inh = DUSP3 (human) phosphatase inhibition; recombinant VHR phosphatase, pNPP absorbance; inhibition, % at 13.3 µM; actives 0.52% (n = 290,000); in the data active = inhibition above about 50%; note: some compounds called inactive have numbers as strong as hits
Target sequence (P51452 whole entry, looked up): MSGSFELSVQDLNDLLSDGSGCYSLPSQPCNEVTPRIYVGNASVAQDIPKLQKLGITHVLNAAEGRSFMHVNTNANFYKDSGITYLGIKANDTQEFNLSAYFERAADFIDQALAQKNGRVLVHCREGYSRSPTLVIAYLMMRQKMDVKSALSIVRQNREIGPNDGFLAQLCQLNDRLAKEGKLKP
BoNT-F LC inh = blocks Botulinum neurotoxin F light chain protease | actives 0.22% (n = 360,000) | Multiplex microsphere protease cleavage assay, flow cytometry | inhibition, % at 10 µM | AID 588497; in the data active = inhibition above about 35%, passing the limit was not always enough; inconclusive = no clear call, values can overlap the other calls; note: plate controls were buffer without enzyme for full effect and enzyme alone for no effect
Rv3671c inh = Rv3671c (M. tuberculosis) protease inhibition. actives 0.048% (n = 320,000). P9WHR9. inhibition, % at 5.96 µM. AID 2606; in the data active = inhibition above about 38%;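 note: extracellular domain of Rv3671c used as enzyme; 0% = enzyme with DMSO and 100% = no enzyme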
UGM FP inh = blocks M. tuberculosis UGM enzyme; P9WIQ1; purified UGM, fluorescence polarization probe displacement; inhibition, % at 10 µM; actives 0.06% (n = 320,000); in the data active = inhibition above about 10%, passing the limit was not always enough; inconclusive = no clear call, values can overlap the other calls
Target sequence (P9WIQ1 whole entry, looked up): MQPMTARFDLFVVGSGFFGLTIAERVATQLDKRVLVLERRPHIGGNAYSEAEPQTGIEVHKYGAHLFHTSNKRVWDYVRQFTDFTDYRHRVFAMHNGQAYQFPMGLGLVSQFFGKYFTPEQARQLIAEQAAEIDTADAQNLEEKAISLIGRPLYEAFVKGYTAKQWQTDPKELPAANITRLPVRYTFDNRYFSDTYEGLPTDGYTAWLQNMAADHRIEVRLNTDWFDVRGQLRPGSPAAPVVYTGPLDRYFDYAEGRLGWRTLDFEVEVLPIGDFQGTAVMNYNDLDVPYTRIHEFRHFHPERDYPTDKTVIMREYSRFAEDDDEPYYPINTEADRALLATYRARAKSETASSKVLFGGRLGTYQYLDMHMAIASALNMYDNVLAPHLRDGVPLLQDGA
FadD28 FP inh = M. tuberculosis FadD28 bisubstrate binding inhibition | inhibition, % at 12.5 µM | AID 588549 | actives 0.22% (n = 360,000) | FadD28 bisubstrate probe binding, fluorescence polarization; in the data active = inhibition above about 8.5%, passing the limit was not always enough; inconclusive = no clear call, values can overlap the other calls
GDH-TPI counter = counter-screen for M. tuberculosis FBA inhibitors: GDH-TPI coupled enzymes | GDH-TPI coupled enzyme counterscreen, NADH absorbance | inhibition, % at 4.8 µM | actives 1.2% (n = 360,000);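 note: 0% = DMSO wells and 100% = wells lacking the enzyme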
FBA Mtb inh = inhibitors of M. tuberculosis fructose-bisphosphate aldolase | P9WQA3 | AID 588726 | purified M. tuberculosis FBA, fluorescence read-out | inhibition, % at 1 µM | actives 2.3% (n = 360,000); in the data active = inhibition above about 27%;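 note: 0% = vehicle and 100% = reference inhibitor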
* hit, by the source's call; u = inconclusive; x = no result given. Cut-off read from the data, not from the text of the source, unless noted: active = inhibition above about 30%; inactive = the rest. Rows were taken by chance (roughly 4.9% active in at least one column).

No.	SMILES	BioA inh	CCHFV vOTU inh	MazF activator	DUSP3 inh	BoNT-F LC inh	Rv3671c inh	UGM FP inh	FadD28 FP inh	GDH-TPI counter	FBA Mtb inh
1	Cc1c(Br)ccc(NC(=O)COc2ccccc2C(N)=O)c1C	0.2	-6.7	5.5	9.6	-1.8	0.0	2.6	-2.9	-6.3	-0.7
2	CC(C)c1ccc(CN2CCC(n3nccc3NC(=O)C3CCCC3)CC2)cc1	x	18.1	-0.1	x	-7.4	x	x	-0.7	2.2	-1.8
3	O=C1N(Cc2cccnc2)C[C@@H]2C[C@@H](c3ccc(C(F)(F)F)cc3)N3CCC[C@@]123	x	8.9	-3.4	4.8	-3.7	1.8	-2.2	-0.8	1.2	0.2
4	COc1ccc2cc(C)c3nnc(SCC(=O)Nc4nc(-c5ccccc5)cs4)n3c2c1	-0.4	0.6	-54.8	25.5	7.4	-15.2	1.2	-0.6	-1.7	0.8
5	CC1=CCC(C(=O)O)(C(=O)N/N=C/c2cccs2)C(c2ccc(F)cc2)C1 (centres undefined)	0.6	5.7	-3.2	0.5	5.3	3.4	0.7	-2.2	25.0	1.3
6	O=C(/C=C/c1ccc(OC2CSC2)cc1)c1ccc(Cl)cc1	22.6	-3.7	-11.1	-5.3	-8.8	4.3	-1.8	-1.3	1.1	1.0
7	COc1ccc(OC)c(C(c2nnnn2Cc2ccco2)N2CCN(C)CC2)c1 (centres undefined)	x	4.6	-13.2	10.3	-3.7	0.5	1.6	-1.6	6.3	1.6
8	CC(C)(Oc1ccc(Cl)cc1)C(=O)NC1CCCCC1	x	12.6	1.5	x	8.3	-1.8	1.4	-1.8	-3.8	0.8
9	CC1(C)CC(=O)c2sc(NC(=O)CN3CCCCC3)nc2C1	0.2	26.4	1.9	8.4	-1.6	-3.6	3.1	-2.0	34.4*	0.7
10	COCCN1CCn2c(nc3cc(NC(=O)Cn4nc(C)c5ccccc5c4=O)ccc32)C1	-0.4	-12.3	10.1	7.7	u	-0.3	1.6	-1.9	4.6	26.1
11	CC[C@@]1(C(=O)OC)N[C@H](CN(C)C(=O)Nc2ccc(F)cc2)[C@@H]2C(=O)N(Cc3ccccc3)C(=O)[C@@H]21	0.0	-0.9	2.4	x	2.6	-2.5	x	0.6	4.5	4.8
12	CC(C)C(C(=O)NCc1ccco1)N(CC1CCCO1)C(=O)CNS(=O)(=O)c1ccc(F)cc1 (centres undefined)	-1.9	x	2.9	-9.4	-8.5	2.5	1.0	-4.0	-11.9	-1.1
13	CCCCn1c(=O)[nH]c(=O)c2c1nc(COc1ccc(C#N)cc1)n2CCC	x	1.9	5.9	2.4	4.1	1.0	-0.2	-5.0	-4.7	2.2
14	N=C1C(c2nc3ccccc3c(=O)[nH]2)=C(O)CN1CCO	-1.6	-12.9	2.6	22.8	u	0.3	-0.9	-1.9	1.2	16.7
15	O=S(=O)(Nn1c(O)c(C=C2N=c3ccccc3=N2)sc1=S)c1ccccc1	3.3	15.3	-8.5	1.4	3.4	7.4	0.1	u	3.8	-20.3
16	Cc1ccc(S(=O)(=O)N/N=C\c2cc([N+](=O)[O-])ccc2Cl)cc1	1.1	9.4	0.7	2.6	-10.4	7.4	0.8	-2.4	12.8	-4.8
17	O=c1[nH]c(=O)n(-c2cccc(F)c2)c(O)c1/C=C1\C=Nc2ccccc21	-2.2	2.7	-159.0	5.9	8.2	-0.2	6.5	3.1	-6.3	3.4
18	Cn1c(-c2ccccc2Br)n[nH]c1=S	x	6.3	1.6	x	0.6	5.0	-1.4	-2.7	-9.4	-0.3
19	CC(C)CNc1nc(N)c([N+](=O)[O-])c(N2CCCCCC2)n1	2.7	25.7	4.6	15.5	-21.8	-3.9	4.0	-0.7	14.7	-1.6
20	Cc1nc(NC(=S)NC(=O)c2cncc(Br)c2)ccc1Br	3.1	-9.6	6.1	-0.1	-6.0	8.0	0.4	0.2	-0.3	-6.9
21	O=C(NCc1cccs1)C1CCC(CNS(=O)(=O)c2ccc(Br)s2)CC1 (centres undefined)	-1.7	5.5	-2.1	10.7	-2.5	8.1	-4.8	-4.4	-4.8	-3.1
22	Cc1nc(SCc2ccccc2)c([N+](=O)[O-])[nH]1	x	3.0	-11.4	8.2	5.8	3.2	x	1.2	5.2	-6.4
23	CCC(c1nnnn1C(C)(C)C)N1CCN(c2cc(Cl)ccc2C)CC1 (centres undefined)	-0.1	-2.4	-9.1	18.7	-8.5	-6.1	-0.9	0.5	11.3	1.3
24	CC(=O)c1ccccc1NC(=O)CSc1nnc(Cc2csc(C)n2)o1	x	-1.1	-2.2	x	14.0	10.6	-3.1	-0.1	3.5	6.3

Entries shown so far that have sulfur (twelve):
No.	SMILES	BioA inh	CCHFV vOTU inh	MazF activator	DUSP3 inh	BoNT-F LC inh	Rv3671c inh	UGM FP inh	FadD28 FP inh	GDH-TPI counter	FBA Mtb inh
4	COc1ccc2cc(C)c3nnc(SCC(=O)Nc4nc(-c5ccccc5)cs4)n3c2c1	-0.4	0.6	-54.8	25.5	7.4	-15.2	1.2	-0.6	-1.7	0.8
5	CC1=CCC(C(=O)O)(C(=O)N/N=C/c2cccs2)C(c2ccc(F)cc2)C1 (centres undefined)	0.6	5.7	-3.2	0.5	5.3	3.4	0.7	-2.2	25.0	1.3
6	O=C(/C=C/c1ccc(OC2CSC2)cc1)c1ccc(Cl)cc1	22.6	-3.7	-11.1	-5.3	-8.8	4.3	-1.8	-1.3	1.1	1.0
9	CC1(C)CC(=O)c2sc(NC(=O)CN3CCCCC3)nc2C1	0.2	26.4	1.9	8.4	-1.6	-3.6	3.1	-2.0	34.4*	0.7
12	CC(C)C(C(=O)NCc1ccco1)N(CC1CCCO1)C(=O)CNS(=O)(=O)c1ccc(F)cc1 (centres undefined)	-1.9	x	2.9	-9.4	-8.5	2.5	1.0	-4.0	-11.9	-1.1
15	O=S(=O)(Nn1c(O)c(C=C2N=c3ccccc3=N2)sc1=S)c1ccccc1	3.3	15.3	-8.5	1.4	3.4	7.4	0.1	u	3.8	-20.3
16	Cc1ccc(S(=O)(=O)N/N=C\c2cc([N+](=O)[O-])ccc2Cl)cc1	1.1	9.4	0.7	2.6	-10.4	7.4	0.8	-2.4	12.8	-4.8
18	Cn1c(-c2ccccc2Br)n[nH]c1=S	x	6.3	1.6	x	0.6	5.0	-1.4	-2.7	-9.4	-0.3
20	Cc1nc(NC(=S)NC(=O)c2cncc(Br)c2)ccc1Br	3.1	-9.6	6.1	-0.1	-6.0	8.0	0.4	0.2	-0.3	-6.9
21	O=C(NCc1cccs1)C1CCC(CNS(=O)(=O)c2ccc(Br)s2)CC1 (centres undefined)	-1.7	5.5	-2.1	10.7	-2.5	8.1	-4.8	-4.4	-4.8	-3.1
22	Cc1nc(SCc2ccccc2)c([N+](=O)[O-])[nH]1	x	3.0	-11.4	8.2	5.8	3.2	x	1.2	5.2	-6.4
24	CC(=O)c1ccccc1NC(=O)CSc1nnc(Cc2csc(C)n2)o1	x	-1.1	-2.2	x	14.0	10.6	-3.1	-0.1	3.5	6.3

Reformatted field by field: part of the list above.
(18) Cn1c(-c2ccccc2Br)n[nH]c1=S
  BioA inh: x; CCHFV vOTU inh: 6.3; MazF activator: 1.6; DUSP3 inh: x; BoNT-F LC inh: 0.6; Rv3671c inh: 5.0; UGM FP inh: -1.4; FadD28 FP inh: -2.7; GDH-TPI counter: -9.4; FBA Mtb inh: -0.3
(24) CC(=O)c1ccccc1NC(=O)CSc1nnc(Cc2csc(C)n2)o1
  BioA inh: x; CCHFV vOTU inh: -1.1; MazF activator: -2.2; DUSP3 inh: x; BoNT-F LC inh: 14.0; Rv3671c inh: 10.6; UGM FP inh: -3.1; FadD28 FP inh: -0.1; GDH-TPI counter: 3.5; FBA Mtb inh: 6.3
